High-throughput results deposited in PubChem by The Scripps Research Institute Molecular Screening Center.
PLC-beta3 inh = blocks human PLC-beta3 enzyme activity; Q01970; Purified PLC-beta3, fluorogenic substrate, fluorescence; inhibition, % at 12.2 µM; 370,000 tested, 0.18% active; in the data active = inhibition above about 11%;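 note: 0% = median of compound wells on plate and 100% = full blocker control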
Target sequence (Q01970 whole entry, looked up): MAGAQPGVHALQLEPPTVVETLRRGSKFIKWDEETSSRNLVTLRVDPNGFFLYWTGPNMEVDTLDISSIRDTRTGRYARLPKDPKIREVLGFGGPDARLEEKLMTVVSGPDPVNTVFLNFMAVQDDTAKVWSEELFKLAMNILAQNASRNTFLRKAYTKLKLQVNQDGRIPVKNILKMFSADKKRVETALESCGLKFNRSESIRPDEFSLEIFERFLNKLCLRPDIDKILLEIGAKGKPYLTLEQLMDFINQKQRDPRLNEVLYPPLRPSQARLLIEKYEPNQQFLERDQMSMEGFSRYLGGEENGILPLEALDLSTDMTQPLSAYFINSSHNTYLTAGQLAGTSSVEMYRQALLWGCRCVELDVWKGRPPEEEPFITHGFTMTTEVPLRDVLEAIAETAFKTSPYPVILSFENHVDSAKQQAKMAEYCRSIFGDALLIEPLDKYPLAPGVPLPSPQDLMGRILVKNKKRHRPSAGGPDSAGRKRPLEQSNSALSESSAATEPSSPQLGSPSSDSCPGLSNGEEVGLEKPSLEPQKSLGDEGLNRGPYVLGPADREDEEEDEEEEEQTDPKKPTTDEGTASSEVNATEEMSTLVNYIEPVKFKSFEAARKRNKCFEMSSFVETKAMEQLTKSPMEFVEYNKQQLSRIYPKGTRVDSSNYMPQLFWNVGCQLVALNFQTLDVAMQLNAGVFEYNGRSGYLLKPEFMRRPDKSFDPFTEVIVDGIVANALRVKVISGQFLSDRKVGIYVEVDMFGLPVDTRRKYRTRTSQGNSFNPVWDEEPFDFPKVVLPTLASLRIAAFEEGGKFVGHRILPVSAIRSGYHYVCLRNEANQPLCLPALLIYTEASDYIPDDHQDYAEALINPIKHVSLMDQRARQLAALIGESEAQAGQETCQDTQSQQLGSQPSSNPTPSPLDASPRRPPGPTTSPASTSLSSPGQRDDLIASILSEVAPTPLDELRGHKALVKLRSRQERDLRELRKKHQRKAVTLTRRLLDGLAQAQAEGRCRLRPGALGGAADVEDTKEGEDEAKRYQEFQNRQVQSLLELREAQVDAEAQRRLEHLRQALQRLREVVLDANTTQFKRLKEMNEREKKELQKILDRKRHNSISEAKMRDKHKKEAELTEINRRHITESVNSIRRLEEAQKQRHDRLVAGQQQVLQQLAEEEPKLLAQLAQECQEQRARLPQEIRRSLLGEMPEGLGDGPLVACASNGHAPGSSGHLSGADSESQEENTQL
ASAP1 inh = blocks human ASAP1-stimulated Arf1 GTP hydrolysis | 360,000 tested, 0.19% active | GDP FP detection | Q9ULH1 | AID 624377 | inhibition, % at 16.5 µM; in the data active = inhibition above about 25%;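 note: 0% = vehicle with enzyme and substrate and 100% = no enzyme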
Tn6 DDE FP = disrupts Tn6 cyclic peptide binding to fibrin D-Dimer-E complex; P02675; Fibrin DD(E) TRITC-Tn6 fluorescence polarization displacement; inhibition, % at 8.3 µM; 370,000 tested, 0.21% active;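 active = inhibition above a per-campaign cutoff: mean of compounds within control limits plus 3 SD, cut at about 15% in these data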;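 note: 0% = median of all compound wells on the plate and 100% = blocking peptide control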
proKLK7 act = activators of human kallikrein-7 zymogen | purified proKLK7, EDANS-DABCYL substrate fluorescence; 100% is mature enzyme control, 0% vehicle | activation, % at 7 µM | 370,000 tested, 0.9% active | AID 652039;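 active = activation above the mean of all tested compounds plus 3 SD, computed per campaign excluding outliers beyond control limits, cut at about 13% in these data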
ARFGAP1 inhibitor = inhibitors of rat ARFGAP1; inhibition, % at 16.5 µM; Arfgap1-stimulated ARF1 GTP hydrolysis, GDP FP detection; AID 651572; Q62848; 360,000 tested, 0.26% active;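 active = inhibition above a per-plate limit, mean inhibition of low control wells plus 3 SD, cut at about 25% in these data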;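 note: 0% = DMSO wells with enzyme and 100% = wells lacking Arfgap1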
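Replicates: Single well per compound | Assay system: Truncated rat Arfgap1 GAP domain | Control set: No-Arfgap1 wells (100%) versus DMSO full-reaction wells (0%) | Times: Enzyme reaction 120 min at 25 °C after 20 min preincubation | Reagent: Human ARF1(Δ1-17)-GTP substrate | Measured by: Tracer-displacement fluorescence polarization with EDTA stop, 620/688 nm | Measure: Percent inhibition of Arfgap1-stimulated GTP hydrolysis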
PLCg1 inh = PLC-gamma1 (human) inhibition, primary screen. purified PLC-gamma1, fluorogenic substrate, fluorescence. 370,000 tested, 0.84% active. P19174. AID 720700. inhibition, % at 12.2 µM; in the data active = inhibition above about 9.5%
UHRF1 binding = human UHRF1 methylated DNA binding inhibitors | UHRF1 binding to methylated oligo, TR-FRET | inhibition, % at 4.4 µM | 370,000 tested, 0.75% active | Q96T88; in the data active = inhibition above about 21%;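 note: UHRF1 SRA domain binding a hemimethylated CpG hairpin DNA probe; 0% = median of test compound wells and 100% = reference inhibitor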
MBD2 DNA inh = inhibitors of human MBD2 binding to methylated oligonucleotide. 370,000 tested, 0.31% active. Q9UBB5. TR-FRET. inhibition, % at 4.4 µM; in the data active = inhibition above about 13%
DDE Tn7 FP inh = inhibitors of Tn7 peptide binding to human fibrin DD(E) | FP displacement of FITC-Tn7 peptide from fibrin DD(E); 0% = median of compound wells per plate | inhibition, % at 8.3 µM | 370,000 tested, 0.13% active | AID 720508;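 active = inhibition above the mean of compounds falling within the control limits plus 3 SD of them, cut at about 14% in these data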;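 note: 0% = plate median of compound wells and 100% = 10 µM Aha-Tn7 peptide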
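assay system = human clot-derived fibrin DD(E) complex | quantity = Fibrin-DD(E) at 2 µM final | timing = 10 min preincubation, 3 h with tracer, room temperature | signal = fluorescence polarization | measure = percent inhibition | benchmarks = high control wells with 10 µM unlabelled Aha-Tn7 peptide (full inhibition) | replicates = singlicate testing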
ADAM17 inh = inhibits human ADAM17. recombinant ADAM17, EDANS/DABCYL FRET peptide cleavage. 370,000 tested, 0.83% active. P78536. inhibition, % at 6.95 µM;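 active = inhibition above the mean of compounds lying between control limits plus 3 SD, set per campaign, cut at about 8.5% in these data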;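 note: 0% = DMSO-only wells as the low control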
* = called active by the depositor; · = not tested or not shown.

Sample of the layout:
Compound	PLCg1 inh	ARFGAP1 inhibitor	UHRF1 binding	Tn6 DDE FP	PLC-beta3 inh	ASAP1 inh	ADAM17 inh	DDE Tn7 FP inh	MBD2 DNA inh	proKLK7 act
COC(=O)C(Cc1ccccc1)NC(=O)c1ccc(NS(=O)(=O)c2ccc3[nH]c(=O)[nH]c3c2)cc1 (configuration not stated)	1	-3	0	-6	-3	4	0	-5	-2	-0.4
COc1ccc(Cl)cc1NC(=O)N1CCN(CCc2ccccc2)CC1	0	-6	2	-1	-3	-9	-3	1	-2	0.1
Cc1ccc(C)c(S(=O)(=O)N2CCN(CC(=O)Nc3ccc([N+](=O)[O-])cc3)CC2)c1	5	8	-1	-5	5	5	3	-2	5	0.3

Results (from the top)
Compound	PLCg1 inh	ARFGAP1 inhibitor	UHRF1 binding	Tn6 DDE FP	PLC-beta3 inh	ASAP1 inh	ADAM17 inh	DDE Tn7 FP inh	MBD2 DNA inh	proKLK7 act
COC(=O)C(Cc1ccccc1)NC(=O)c1ccc(NS(=O)(=O)c2ccc3[nH]c(=O)[nH]c3c2)cc1 (configuration not stated)	1	-3	0	-6	-3	4	0	-5	-2	-0.4
COc1ccc(Cl)cc1NC(=O)N1CCN(CCc2ccccc2)CC1	0	-6	2	-1	-3	-9	-3	1	-2	0.1
Cc1ccc(C)c(S(=O)(=O)N2CCN(CC(=O)Nc3ccc([N+](=O)[O-])cc3)CC2)c1	5	8	-1	-5	5	5	3	-2	5	0.3
Nc1nonc1-n1nnc(C(=O)N/N=C/c2ccc(Cl)cc2)c1-c1ccc2c(c1)OCO2	-1	19	0	5	-10	5	-3	-6	2	0.0
COc1ccc(Cl)cc1N(CC(=O)N1CCCC1)S(=O)(=O)c1ccc(C)cc1	-3	2	1	9	-4	1	-2	6	1	-1.1
CC(=O)Nc1ccc(S(=O)(=O)N(C)CC(=O)OCCOc2cccc(C)c2)cc1	1	-3	1	2	-6	-1	-3	0	2	0.5
CN(C(=O)c1cccc(NC(=O)Cc2cccc(NC(=O)C3CCCN(C(=O)C4CCCC4)C3)c2)c1)C1CC1 (configuration not stated)	0	-13	-1	-1	-2	-2	0	3	4	0.4
O=C(NC1CC1)c1ccc(CS(=O)c2ccccc2)o1 (configuration not stated)	1	-6	-2	5	-1	9	1	2	4	0.2
O=C(NN=C1CCCCCCCCCCC1)c1ccncc1	4	-5	3	-11	-1	0	-2	5	-1	0.6
O=C1c2ccccc2NC(c2ccc(Br)o2)N1O (configuration not stated)	-12	-9	-1	-3	-16	-4	-6	-3	-1	0.1

Next part:
Compound	PLCg1 inh	ARFGAP1 inhibitor	UHRF1 binding	Tn6 DDE FP	PLC-beta3 inh	ASAP1 inh	ADAM17 inh	DDE Tn7 FP inh	MBD2 DNA inh	proKLK7 act
CC1(C)CC(=O)C(C=NCCN2CCN(C(=O)C34CC5CC(CC(C5)C3)C4)CC2)=C(O)C1	1	0	2	-5	4	-3	-2	-1	4	0.5
Cc1nc2cc(-c3cccs3)nn2c(NCC(C)(C)CN(C)C)c1C	-11	-8	1	1	-12	19	-5	-2	0	-0.4
CC(C)=C1C2C=CC1C(C(=O)Nc1cccc(C)c1)C2C(=O)O (configuration not stated)	2	-6	0	2	1	3	2	-4	-2	-0.2
Cn1c(=O)c2[nH]c(NN=Cc3ccccc3)nc2n(C)c1=O	-8	8	-2	-3	-16	19	-5	-6	-4	-0.1
O=C(c1cc(C2CC2)on1)N(C1CCCCC1)C1CCCCC1	8	·	0	-4	5	·	-5	0	8	0.4
CCCC/C(O)=C1\C(=O)CCCC1=NCCc1c(C)[nH]c2ccc(OC)cc12	1	-6	1	5	-7	-4	1	-7	1	0.6
CC1CCN(C2CCN(C(=O)c3ccccc3F)CC2)CC1	3	17	1	1	-3	0	-1	2	-4	0.0
COC(=O)[C@@H](Cc1ccccc1)NC(=O)NCCc1ccc(OC)c(OC)c1	2	9	2	-3	-3	-4	-1	-4	2	-0.6
COc1cccc(Oc2nc(N)ncc2[N+](=O)[O-])c1	3	0	-2	-4	-1	4	-3	4	-1	-0.6
CC(C)C[C@@H](CN)NC(=O)c1nc[nH]c1C(=O)N[C@@H](C)C(=O)CNC[C@H](CC(C)C)NC(=O)c1nc[nH]c1C(=O)N[C@@H](Cc1ccccc1)C(=O)O	3	-8	10	7	-1	-2	0	10	-2	0.5

Arranged by molecular weight (low to high): part of the list above.
Compound	PLCg1 inh	ARFGAP1 inhibitor	UHRF1 binding	Tn6 DDE FP	PLC-beta3 inh	ASAP1 inh	ADAM17 inh	DDE Tn7 FP inh	MBD2 DNA inh	proKLK7 act
Cc1nc2cc(-c3cccs3)nn2c(NCC(C)(C)CN(C)C)c1C	-11	-8	1	1	-12	19	-5	-2	0	-0.4
Nc1nonc1-n1nnc(C(=O)N/N=C/c2ccc(Cl)cc2)c1-c1ccc2c(c1)OCO2	-1	19	0	5	-10	5	-3	-6	2	0.0
CC(C)C[C@@H](CN)NC(=O)c1nc[nH]c1C(=O)N[C@@H](C)C(=O)CNC[C@H](CC(C)C)NC(=O)c1nc[nH]c1C(=O)N[C@@H](Cc1ccccc1)C(=O)O	3	-8	10	7	-1	-2	0	10	-2	0.5

(list continues)
Compound	PLCg1 inh	ARFGAP1 inhibitor	UHRF1 binding	Tn6 DDE FP	PLC-beta3 inh	ASAP1 inh	ADAM17 inh	DDE Tn7 FP inh	MBD2 DNA inh	proKLK7 act
CCCCN(CCCNC(=O)C1CCN(S(=O)(=O)N2CCOCC2)CC1)c1ccccc1	-2	-7	-4	2	0	21	-5	2	-3	0.3
CC(OC(=O)c1ccc(NC(=O)CC#N)cc1)C(=O)Nc1nc(-c2ccccc2)cs1 (configuration not stated)	-8	15	-1	12	-9	2	5	-4	0	0.1
Cn1cccc1C=NNC(=O)c1cc(-c2ccc(Cl)cc2)n[nH]1	-7	·	-3	-1	-20	·	-1	5	5	-0.2
Cc1nn(CC(=O)NC2CCCC2)c(C)c1[N+](=O)[O-]	-11	-3	0	-9	-4	-5	-2	0	1	-0.1
COc1ccc(CCNC(=O)C(=O)NCC2OCCN2S(=O)(=O)c2ccc(Br)cc2)cc1 (configuration not stated)	2	8	5	5	2	4	-3	7	2	-0.2
CCOc1ccc(C(=O)N(Cc2ccc(N(C)C)cc2)C2CCS(=O)(=O)C2)cc1 (configuration not stated)	6	6	-1	-12	2	0	0	-2	-4	-0.2
COc1ccc(CN2C3CCCC2CC(NC(=O)c2cccc(F)c2)C3)cc1 (configuration not stated)	1	11	1	-2	-2	0	5	-3	-3	-0.3
O=C(CCCCn1c(=O)c2ccccc2n(CC(=O)Nc2cccc(F)c2)c1=O)NCc1ccco1	2	18	3	-6	1	-1	1	2	4	0.6
CC(CNC(=O)c1ccc(N)cc1)NC(=O)c1ccc(N)cc1 (configuration not stated)	1	11	3	-3	-3	-6	-1	5	-1	-0.5
COc1ccc(-c2cc(C(=O)OCC(=O)Nc3ccc4c(c3)OCO4)c3ccccc3n2)cc1	-148	4	-5	4	-190	-12	-40	3	4	10

Other records follow:
Compound	PLCg1 inh	ARFGAP1 inhibitor	UHRF1 binding	Tn6 DDE FP	PLC-beta3 inh	ASAP1 inh	ADAM17 inh	DDE Tn7 FP inh	MBD2 DNA inh	proKLK7 act
Cc1ccc(-n2c(N)c(-c3nc4ccccc4n3C)sc2=S)cc1	-3	0	-2	11	-8	1	-3	6	4	-0.2
CCNC(=O)CSc1nnc(-c2cc(-c3ccc(Cl)cc3)nc3ccccc23)o1	-3	4	1	-2	-3	2	-1	1	2	-0.7
COCCCn1c(=O)c2sccc2n(Cc2ccc(C)cc2)c1=O	3	0	1	-1	1	-4	0	-2	2	0.1
COc1ccc(C(=O)NC(C)CCn2cccn2)cc1OC1CCN(C(C)C)CC1 (configuration not stated)	-1	-2	-1	3	-9	0	-6	-3	5	-0.3
COc1ccc(N)cc1CN1CCN(c2ncc(Cc3ccccc3)cn2)CC1	2	8	-1	-2	3	3	-2	1	-3	-0.5
N#Cc1ccccc1Cn1c(=O)n(C2CCCC2)c(=O)c2ccccc21	1	9	0	-7	-1	-8	-10	2	2	0.0
CC(=O)N(c1ccccc1)C1CC(C)N(C(=O)c2ccccc2)c2ccccc21 (configuration not stated)	-1	-4	-1	3	-4	-7	-5	5	-2	-0.2
COC(=O)c1cc(NC(=O)CC(=O)c2cccc(N)c2)cc(C(=O)OC)c1	-20	4	15	-24	-22	-2	-6	-7	2	15*
CCOC(=O)C1=C(C)N=c2sc(=Cc3ccc(OCC(=O)O)cc3)c(=O)n2C1c1ccc(Cl)cc1 (configuration not stated)	-4	-38	-3	-3	-9	-10	-5	10	4	-1.1
CC1(C)Oc2ccc3ccc(=O)oc3c2/C(=C/NC2CCCCC2)C1=O	-57	3	2	-11	-75	-2	-1	-4	2	-0.2

Copied from the list.
Result for Cc1ccc(-n2c(N)c(-c3nc4ccccc4n3C)sc2=S)cc1 under ADAM17 inh: -3
Result for CC1(C)Oc2ccc3ccc(=O)oc3c2/C(=C/NC2CCCCC2)C1=O under PLCg1 inh: -57

Next part
Compound	PLCg1 inh	ARFGAP1 inhibitor	UHRF1 binding	Tn6 DDE FP	PLC-beta3 inh	ASAP1 inh	ADAM17 inh	DDE Tn7 FP inh	MBD2 DNA inh	proKLK7 act
O=C(Nc1ccccc1C(=O)N1CCOCC1)c1cccnc1	-1	0	0	5	2	-8	-2	-4	-4	0.0
CC(C)(C)OC(=O)NCCc1onc(-c2cccc([N+](=O)[O-])c2)c1C(=O)O	2	3	0	3	1	4	0	4	-5	1.0
CCCCCCC(CC(=O)NCc1cccnc1)CC(=O)NCc1cccnc1	0	-6	-1	2	-7	-7	-4	6	1	0.3
CCOC(=O)N1CCN(C(=O)c2nn(-c3ccc(C)cc3)c(=O)c3c2c2ccccc2n3C)CC1	1	4	3	-3	-1	-8	-5	-7	0	-0.2
COc1ccc(C(=O)Nc2nnc(S(=O)(=O)Cc3ccc(F)cc3)s2)cc1	-3	10	1	-6	-4	7	-1	-6	3	0.2
Cc1ccccc1NC1=C/C(=N\S(=O)(=O)c2cccs2)c2ccccc2C1=O	4	18	-2	0	4	25*	1	-4	-5	-0.6
S=C(Nc1ccccc1Oc1ccccc1)Nc1cccc(Cl)c1Cl	1	1	3	-7	1	5	2	-3	9	-0.7
